STAT1 activator – activators of IFN-gamma induced STAT1 signaling; AID 932; activation (% of control), % at 5.5 µM; NIH 3T3 STAT1-luciferase reporter, luminescence; 100% = IFN-gamma alone, no compound; actives 2.6% (n = 200,000);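 active = activation above the screen-wide mean activation plus 3 SD, cut at about 130% in these data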;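 also: raw ratio to IFN-gamma control signal so 100% means no change and 0% no light; values of inactives mirror those of a sister screen read the other way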
STAT1 inh – inhibitors of IFN-gamma induced STAT1 signaling; NIH 3T3 STAT1-luciferase reporter, luminescence; inhibition, % at 5.5 µM; actives 0.35% (n = 200,000); AID 920;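 active = inhibition above a set limit, the mean inhibition across all tested compounds plus 3 SD, cut at about 34% in these data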;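 also: 0% = IFN-gamma with DMSO and 100% = IFN-gamma with 300 µM nifuroxazide; values of inactives mirror those of a sister screen read the other way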
RAM network inh – yeast RAM network inhibition. actives 1.8% (n = 190,000). S. cerevisiae dse1pr::URA3 reporter, 5-FOA growth OD615, 2 d; analog-sensitive cbk1-as2 kinase mutant strain. inhibition, % at 50 µM;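 active = inhibition above a set limit, 3 SD over mean compound inhibition, cut at about 8.4% in these data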;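 also: 0% = DMSO-only wells with no growth and 100% = 10 µM 1-NA-PP1 full growth; inhibition rescues growth on 5-FOA so higher OD means more RAM inhibition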
APP 5UTR inh – APP translation inhibition; actives 0.82% (n = 190,000); AID 1285; inhibition, % at 2 µM; SH-SY5Y APP 5'UTR-luciferase reporter, luminescence;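 active = inhibition above a set limit, derived from the sample mean plus 3 SD, cut at about 45% in these data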; also: values of inactives mirror those of a sister screen read the other way
Hsp70 activator – Hsp70 transcriptional activation, primary screen; AID 1203; actives 0.04% (n = 200,000); activation, % at 10 µM; HeLa Hsp70 promoter luciferase reporter, luminescence; scaled: vehicle 0, proteasome-inhibitor control 100%;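 active = activation above the mean across all tested compounds plus 3 SD, cutoff set per campaign, cut at about 5.5% in these data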;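 also: 100% = MG132 at 30 µM as the positive control and 0% = DMSO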
FLuc inhib CS – counter-screen for luciferase assay inhibitors: firefly luciferase inhibition; actives 1.5% (n = 200,000); inhibition, % at 10 µM; P08659; AID 1006; ATPLite firefly luciferase biochemical luminescence, 10 min;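 active = inhibition above about 50% when tested at 10 µM, limit read from the data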
Target sequence (P08659 whole entry, looked up): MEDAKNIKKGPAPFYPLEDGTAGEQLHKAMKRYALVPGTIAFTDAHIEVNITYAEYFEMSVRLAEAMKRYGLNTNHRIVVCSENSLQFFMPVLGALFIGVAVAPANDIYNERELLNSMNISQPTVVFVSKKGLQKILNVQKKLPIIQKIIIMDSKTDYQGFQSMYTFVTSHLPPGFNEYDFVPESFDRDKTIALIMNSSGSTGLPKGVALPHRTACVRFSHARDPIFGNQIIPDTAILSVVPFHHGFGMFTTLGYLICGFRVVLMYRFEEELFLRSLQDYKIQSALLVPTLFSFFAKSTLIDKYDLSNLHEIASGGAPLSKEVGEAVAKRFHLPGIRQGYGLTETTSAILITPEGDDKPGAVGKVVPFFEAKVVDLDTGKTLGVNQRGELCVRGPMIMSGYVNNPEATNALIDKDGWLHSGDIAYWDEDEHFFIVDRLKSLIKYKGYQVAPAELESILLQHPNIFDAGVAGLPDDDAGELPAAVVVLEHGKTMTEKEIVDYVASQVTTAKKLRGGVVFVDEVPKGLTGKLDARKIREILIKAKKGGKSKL
NF-kB expr up – compounds increasing NF-kB expression in human neuronal cells; fold change at 12.5 µM; actives 1.6% (n = 190,000); AID 1239; NF-kB reporter expression; active compounds read high; in the data active = fold change above about 3.3
APP 5'UTR act – APP 5'UTR luciferase reporter activation; activation, % at 2 µM; actives 1% (n = 190,000); SH-SY5Y APP 5'UTR luciferase reporter, luminescence; zero percent = DMSO vehicle wells; AID 1276;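 active = activation above a set limit, based on mean plus 3 SD of controls, cut at about 140% in these data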; also: values of inactives mirror those of a sister screen read the other way
STAT3 act – activators of IL-6 induced STAT3 signaling. U3A cells, IL-6 STAT3-luciferase reporter, luminescence; 100% = signal with IL-6 EC80 alone. activation (% of control), % at 5.6 µM. actives 0.91% (n = 190,000). AID 871;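 active = activation above the screen-wide mean of compound activation plus 3 SD, cut at about 130% in these data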;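 also: 0% = background luminescence of wells with medium and substrate only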
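Material: human STAT1-deficient U3A cells with stable STAT3-luciferase reporter / Probe or stimulus: IL-6 stimulus at 33 ng/mL final / Schedule: 1 h compound pre-exposure, 6 h IL-6 stimulation, 37 °C / Technique: luminescence / Read-out basis: percent of IL-6-only median luminescence / Control set: IL-6-only high control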
STAT3 blocker – inhibitors of IL-6 induced STAT3 signaling | U3A cells, IL-6 STAT3-luciferase reporter, luminescence; host cell line lacks STAT1 | inhibition, % at 5.5 µM | actives 0.89% (n = 190,000) | AID 862;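 active = inhibition above the mean inhibition across all screened compounds plus 3 SD, cut at about 44% in these data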;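 also: 0% = DMSO only wells and 100% = 100 µM nifuroxazide control wells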
The depositor's hits bear a star; / = not tested or not shown. Compounds were not picked by outcome (roughly 7.7% active in at least one column).

item	SMILES	APP 5UTR inh	RAM network inh	STAT1 activator	STAT3 act	FLuc inhib CS	STAT3 blocker	STAT1 inh	Hsp70 activator	NF-kB expr up	APP 5'UTR act
1	CC1OC(Nc2ccc(OC(F)(F)F)cc2)C(O)C(O)C1O (configuration not stated)	-17	0.0	101	102	-6	2	-2	0.1	1.2	17
2	CC1(C)Cc2c(sc(/N=C/N3CCCCCC3)c2C#N)C(C)(C)N1	-6	0.4	104	110	1	-8	-4	0.1	1.2	6
3	O=C(NC1CC2CCCC(C1)N2S(=O)(=O)c1ccccc1)C1CCCCC1 (configuration not stated)	3	0.1	100	110	3	-7	0	-0.2	1.1	-3
4	CS(=O)(=O)N1CCN(C(=O)c2ccccc2F)CC1	4	0.8	100	100	-8	3	-4	-0.3	1.1	-4
5	CCOC(=O)N1CCN(CC(O)COC2CC(C)CCC2C(C)C)CC1 (configuration not stated)	-13	0.5	96	104	-7	-4	5	-0.3	0.66	13
6	Cc1c(Cl)cccc1N1CC(C)(C)C1=O	10	0.6	108	95	-3	8	-10	-0.1	1.1	-10
7	COc1cc(C2C3C(=O)N(c4ccccc4)C(=O)C3ON2c2ccccc2)cc(OC)c1OC (configuration not stated)	/	3.4	107	102	-6	4	-7	-0.4	2.5	/
8	Cc1cccc(C2=NC(C(F)(F)F)(C(F)(F)F)c3c(n(-c4ccc(F)cc4)c(=O)[nH]c3=O)N2)c1	-5	4.8	97	88	-1	14	3	0.5	0.88	5
9	Cn1c(CNC(=O)c2ccccc2F)nnc1SCc1ccc(Cl)cc1	-5	0.1	94	93	-7	14	4	0.0	0.96	5
10	CC1(C)CC(=O)C2=C(C1)N1C(=C(C#N)C2c2ccccc2Cl)N=C(N)c2ccccc21 (configuration not stated)	-2	1.9	100	101	-5	-1	0	-0.1	0.4	2
11	Clc1ccc(Sc2cnc3ccccc3n2)cc1	-12	0.8	114	99	-4	1	-31	0.6	2.8	12
12	CCC(c1nnnn1C1CCCC1)N1CCN(C(=O)c2ccco2)CC1 (configuration not stated)	0	1.4	100	102	-1	4	-1	-0.4	1.1	0
13	Cc1ccc(S(=O)(=O)NCCC(=O)Nc2ccc(Cl)c(Cl)c2)cc1	-3	1.5	94	95	-7	8	7	0.1	0.92	3
14	COC(=O)c1ccc(NC(=O)CN2CCC(NC(=O)c3ccco3)CC2)cc1	13	0.0	100	96	-4	6	-2	0.4	1.2	-13
15	O=C(Nc1cccc2c1CCCC2)C1CCCN(S(=O)(=O)c2cccc3nonc23)C1 (configuration not stated)	18	2.8	92	95	-4	6	4	0.0	1.1	-18

Quoted from the listing:
cpd 5 @ STAT3 act = 104
cpd 13 @ APP 5UTR inh = -3

Further entries follow:
item	SMILES	APP 5UTR inh	RAM network inh	STAT1 activator	STAT3 act	FLuc inhib CS	STAT3 blocker	STAT1 inh	Hsp70 activator	NF-kB expr up	APP 5'UTR act
16	NC1=NC2(CCCCC2)N=C(Nc2ccc(F)cc2F)N1	20	-0.1	102	101	-7	0	-2	-0.4	1.3	-20
17	CCC(C)N(C(=O)CSc1nc(-c2ccccc2)cs1)C1CCS(=O)(=O)C1 (configuration not stated)	-3	2.0	101	108	-1	-8	4	-0.4	0.62	3
18	COc1ccccc1CC(=O)NC1CC(C)(C)NC(C)(C)C1	-8	0.6	113	105	1	-2	-14	0.4	1.1	8
19	C(=C\c1ccco1)/C1=NN(c2ccccc2)C(c2ccco2)C1 (configuration not stated)	1	6.6	119	97	4	6	-22	-0.2	1.2	-1
20	CCOC(=O)Nc1sc(NS(=O)(=O)c2ccccc2)nc1C	-34	2.2	97	103	-2	-2	3	-0.1	1.1	34
21	CCOCCCNC(=S)N1CCN(C(=O)C(=O)Nc2ccc(C(=O)OC)cc2)CC1	-12	4.5	91	100	-7	0	10	-0.5	1.1	12
22	CCc1ccccc1NC(=S)N(Cc1ccco1)C(C)c1cccs1 (configuration not stated)	-40	0.9	100	104	-7	8	0	-0.3	1.5	40
23	CCOC(=O)c1c(-c2ccc(-c3ccccc3)cc2)csc1NC(=O)CCN1CCOCC1	-4	1.1	96	111	-4	-13	5	-0.5	1.1	4
24	CCc1ccccc1NC(=S)NCc1cccn1C	-2	1.4	101	96	-8	3	-2	-0.3	1.2	2
25	COc1ccc(S(=O)(=O)NCC2CCC(C(=O)NCc3ccco3)CC2)cc1 (configuration not stated)	-15	2.2	102	97	-6	7	-2	-0.2	1	15
26	C=CCn1c(COc2ccccc2F)nnc1SCC(=O)c1c[nH]c2ccccc12	-8	4.8	91	111	1	-7	10	-0.4	0.61	8
27	CCN(CC)S(=O)(=O)c1ccc(NC2c3ccccc3C(=O)N2c2ccc(C)cn2)cc1 (configuration not stated)	0	2.6	108	111	-4	-3	-8	-0.1	1.1	0
28	O=S(=O)(c1ccc2c(c1)OCCO2)N1CCN(c2nc3ccccc3s2)CC1	7	4.4	102	96	-6	8	-2	-0.2	1	-7
29	O=C(NNC(=O)c1cccs1)c1ccncc1	-7	0.8	105	106	-5	-1	-6	0.9	0.97	7
30	Cc1ccc(S(=O)(=O)Cn2nnnc2C(CC(C)C)N2CCN(c3ccc(F)cc3)CC2)cc1 (configuration not stated)	7	2.3	94	98	-7	6	6	-0.3	1.2	-7
31	CN1CCN(C(=O)c2cc(COc3ccc(F)cc3Cl)on2)CC1c1ccccc1 (configuration not stated)	5	1.3	104	105	0	-1	-6	-0.1	0.94	-5
32	COC(=O)CNc1nc(-c2ccncc2)nc2ccccc12	-2	1.1	95	103	-8	2	6	0.2	1	3
33	O=C(Oc1ccccc1O)c1cccc2ccccc12	5	-1.9	109	141*	-8	-42	-11	-0.3	3.5*	-5
34	O=C(Nc1ccccc1)Nc1cc(S(=O)(=O)N2CCOCC2)ccc1N1CCCC1	-7	5.8	91	98	-3	0	10	-0.1	1.6	7
35	COc1ccccc1NC(=S)NC(=O)CCCOc1ccc(Cl)cc1Cl	-4	5.8	103	97	-7	4	-4	-0.1	0.82	4
36	COc1ccccc1C/C(N)=N/OC(=O)COc1cc(C)cc(C)c1C	-2	2.1	101	106	-6	-2	-3	-0.5	1.2	2
37	O=C1/C(=C2/NCCN2C2CC(=O)N(c3ccccc3)C2=O)CC/C1=C\c1ccccc1 (configuration not stated)	2	1.1	111	108	-3	-3	-14	-0.1	1.1	-2
38	Cc1ccccc1C(=O)NNC(=O)C12CC3CC(CC(C3)C1)C2	13	0.6	104	97	-6	7	-6	-0.2	1.1	-13
39	Cn1ccc(NC(=O)Nc2cccc([N+](=O)[O-])c2)n1	-13	3.5	105	96	4	10	-7	-0.1	2	13
40	Cc1ccc(-c2nc(CS(=O)(=O)CC(=O)N3CCc4ccccc4C3)c(C)o2)cc1	1	2.4	102	98	-4	3	-1	-0.4	0.73	-1
41	CCOC(=O)c1ccc(N2C(=O)CC(C3CCCO3)C2=O)cc1 (configuration not stated)	-5	1.4	97	96	-7	12	3	-0.2	1.1	5
42	CS(=O)(=O)N(CC(=O)Nc1cccc(F)c1)Cc1ccccc1	-11	-0.5	97	99	-4	6	3	-0.5	1.1	11
43	FC(F)(F)c1cccc(CN2CCCCCC2)c1	4	-0.8	122	95	-8	10	-22	-0.1	1.6	-4
44	O=C(/C=C/c1ccccn1)c1ccc(Br)cc1O	-33	1.9	104	91	0	12	-5	-0.3	1.5	33
45	COc1ccccc1C(=O)NCC(=O)N/N=C/c1cccc(Cl)c1	-14	2.8	101	87	0	25	-2	-0.1	1.2	14

Brought forward from above: two entries; new compounds follow.
item	SMILES	APP 5UTR inh	RAM network inh	STAT1 activator	STAT3 act	FLuc inhib CS	STAT3 blocker	STAT1 inh	Hsp70 activator	NF-kB expr up	APP 5'UTR act
44	O=C(/C=C/c1ccccn1)c1ccc(Br)cc1O	-33	1.9	104	91	0	12	-5	-0.3	1.5	33
45	COc1ccccc1C(=O)NCC(=O)N/N=C/c1cccc(Cl)c1	-14	2.8	101	87	0	25	-2	-0.1	1.2	14
46	O=C(CCCn1c(=S)[nH]c2ccc(Br)cc2c1=O)NCC1CCCO1 (configuration not stated)	-3	4.2	90	103	-1	6	12	-0.2	0.94	3
47	Cc1ccccc1Nc1nnc(C)c(=O)n1N	-2	0.9	100	101	5	4	0	-0.2	0.98	2
48	O=C(N/N=C/C(Cl)=C/c1ccccc1)c1ccco1	-89	-0.9	156*	94	64*	9	-61	2.2	4.3*	89
49	CCC[C@@H]1C[C@@H](C(=O)N[C@H]([C@@H](C)O)[C@H]2O[C@H](SC)[C@H](O)[C@@H](O)C2O)N(C)C1 (some centres not stated)	-18	-0.3	87	101	-8	2	14	-0.2	1.2	18
50	COc1ccc(C2CC23N=C(c2ccccc2)OC3=O)cc1 (configuration not stated)	10	-0.3	96	102	-1	1	5	-0.2	1.1	-10
51	CC(C)c1cc(C(=O)NCc2ccco2)no1	4	1.0	110	102	4	2	-11	0.4	1.2	-4
52	O=C1NC2(CCCCCC2)C(=O)N1CCS(=O)(=O)Oc1ccccc1	16	0.9	97	104	-6	0	2	-0.3	1.1	-16
53	Cc1sc2ncnc(SCC#N)c2c1C	27	5.0	100	98	-5	6	-2	-0.4	0.98	-27
54	CCOC(=O)N1CCN(C(=O)CSCc2nc(-c3ccccc3F)oc2C)CC1	-7	2.3	92	100	-5	3	9	0.7	0.85	7
55	COc1ccc(Oc2cc(F)nc(N)n2)cc1	-8	2.9	102	93	-10	18	-2	-0.3	1.1	8
56	COc1ccccc1C(=O)NCC(=O)n1nc(C)cc1C	5	0.8	106	90	-1	16	-6	-0.1	1	-5
57	Cc1cc(C=C2C(=O)c3ccccc3C2=O)c(C)n1-c1cccc(C(=O)O)c1	-40	8.8*	107	99	37	10	-7	0.1	0.71	40
58	CCCOc1ccc2ccccc2c1/C=N/n1cnnc1	4	-1.6	101	100	-5	3	-1	0.0	1.1	-4
59	CCc1ccc(C(=O)COC(=O)c2ccc(-c3nnc(-c4ccccc4)o3)cc2)cc1	-24	0.7	110	114	-7	-11	-11	-0.2	1.1	24
60	CC(C)=CCC(C)(C)C1OCCN1C(=O)Nc1ccccc1 (configuration not stated)	4	1.8	107	101	-3	5	-8	0.2	1.3	-4
61	COC(=O)c1ccc(Cn2nc(C)cc2C)cc1	12	1.1	113	107	-6	-1	-14	0.5	1.4	-12
62	Cc1ccc(-c2nc3ccccc3n2C)o1	-46	1.1	130*	83	68*	26	-32	0.2	3.6*	46
63	CC1CCCCN1C(=O)Nc1ccccc1Cl (configuration not stated)	2	0.2	109	98	5	6	-12	0.1	1.1	-2
64	CCOc1ccc2c(c1)c(N=Nc1cccc(C(=O)O)c1)c(O)n2C	-13	10*	113	113	2	-19	-14	0.1	1.8	13
65	CC(=O)c1cnc(Nc2nc(C)c3cc(C)ccc3n2)nc1C	-18	/	109	87	/	20	-9	0.1	/	18
66	CCOc1c2ccc(C(=O)N[C@H](C)C3CCCCC3)cc2nn1CCOC	-2	1.1	99	102	-7	2	1	-0.1	0.87	2
67	O=C(NC(=S)NCC1CCCO1)c1cccc([N+](=O)[O-])c1 (configuration not stated)	0	-0.5	87	89	-5	15	15	-0.4	1.1	-1
68	O=C(CSCCc1ccccn1)Nc1ccc(Br)cn1	-12	0.7	101	98	-4	6	-2	-0.3	1	12
69	CC1=N/C(=C\c2ccc3c(c2)OCO3)C(=O)N1c1ccc(C(=O)O)cc1	15	2.5	104	98	1	1	-4	-0.4	1.4	-15
